# Akt phos inh – blocks phosphorylation of Akt. Neuro2A IGF-stimulated pAkt S473 HTRF, 20 min; stronger effect = lower value. activity change, % for hits at 50 µM. hit rate 0.32% among 360,000. AID 651550; in the data active = activity change below about -80%; inconclusive = mostly about -51% to -80%; note: % is set by controls: 0 for no effect and ±100 for the full control effect
#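 Single-point screen (50 µM final compound) in Neuro2A cells stimulated 20 min with 6 nM IGF at 37 deg C. After lysis, Ser473-phosphorylated Akt read by HTRF (ex 330 nm, em 615/665 nm) as the 665/615 ratio.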
# TGFb SMAD3 inh – TGF-b pathway inhibition. AID 588855. Potency, µM (top dose mostly 46.1 µM), for the others: at the highest dose activity, negative = inhibition, actives largely listed as inhibitors. hit rate 1.2% among 410,000. HepG2 CAGA-GFP TGF-b/SMAD3 reporter, GFP fluorescence, 18 h; TGF-beta stimulated, 500 pg/mL final; note: potency is the fitted concentration of half-maximal effect; % is set by controls: 0 for no effect and ±100 for the full control effect; nearly all actives have a fitted effect of over 65% in size
#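 HEPG2 CAGA-GFP cells (1000/well, DMEM with 1% FBS) were pre-incubated 2 h at 37 degrees C, given compound by pin tool, then stimulated with TGF-beta at 500 pg/mL final for 18 h before per-cell GFP fluorescence imaging.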
# Nrf2 ARE act – activates Nrf2 signaling; AREc32 ARE-luciferase reporter (MCF7-derived line), luminescence, 24 h; hit rate 0.31% among 410,000; Potency, µM (doses to about 46.1 µM), for inactives: at the highest dose activation, most hits filed as activators; note: potency is the fitted concentration of half-maximal effect; % of control where 0% means no effect; nearly all actives have a fitted effect of over 65% in size
#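 For detection, Steady-Glo was added and plates sat 30 min at RT; before that, AREc32_Fluc cells grown overnight in OPTI-MEM/5% FBS had been treated with 23 nL compound for 24 hr at 37 deg C.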
# CCT chaperon mod – changes cytosolic chaperonin activity; purified chaperonin ATPase assay, HTRF ADP detection, 30 min; activity change, % (test concentration not listed), hits read low; hit rate 0.3% among 360,000; AID 651819; in the data active = activity change below about -30%; note: % is set by controls: 0 for no effect and ±100 for the full control effect
#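 Nucleotide hydrolysis assay: TRiC at 20–40 nM final (set by batch activity) with 10 uM ATP, 30 min at 37 °C, in presence of 76 uM compound. Detection by competitive ADP HTRF, 30 min ambient.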
# HepG2 viability – kills HepG2 cells in TGF-b inhibitor counter-screen; HepG2 CAGA-GFP viability, ATP luminescence, 18 h; Potency, µM (series often up to 46.1 µM), for the others: top-dose activity change, negative = cytotoxicity, most hits filed as cytotoxic; hit rate 0.76% among 410,000; note: potency is the fitted concentration of half-maximal effect; some results filed as inactive show a strong effect at the top dose
#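 HepG2 CAGA-GFP cells (1000/well, DMEM with 1% FBS) received compound, then TGF-beta at 500 pg/mL final, and were incubated 18 hours at 37 degrees C. Viability was read by CellTiter-Glo luminescence. Media-only wells were set as complete cell-killing and DMSO as no toxicity.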
# MmCpn inh – blocks the Methanococcus maripaludis chaperonin Mm-Cpn; Potency, µM (series often up to 76.9 µM), for inactives: top-dose activity, negative = inhibition, most hits filed as inhibitors; purified Mm-Cpn ATPase, ADP Transcreener TR-FRET; hit rate 0.031% among 330,000; note: potency is the fitted concentration of half-maximal effect; % is set by controls: 0 for no effect and ±100 for the full control effect; nearly all actives have a fitted effect of over 80% in size
#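 ATPase turnover read by TR-FRET ADP competition (Eu cryptate antibody/ADP-d2, 665/590 nm): 10uM ATP final, 25nM Mm-CPN final, 30 min 37degC after 10-min compound preincubation, pH 7.4 Tris/KCl/MgCl2/DTT buffer.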
# Nrf2 block – blocks Nrf2 signaling; Potency, µM (titrated, usually from 46 µM), inactives show at the highest dose activity change, negative = inhibition, usual class: inhibitors; A549 ARE-Fluc reporter, luciferase luminescence, 18-24 h; AID 504444; hit rate 2.1% among 360,000; note: potency is the fitted concentration of half-maximal effect; % is set by controls: 0 for no effect and ±100 for the full control effect; nearly all actives have a fitted effect of over 60% in size
#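 Two sequential reads on A549 ARE_Fluc cells exposed to compound for 18-24 h: a CellTiter-Fluor fluorescence read for viability, then a luciferase luminescence read for Nrf2/ARE activity.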
# A549 tox – counter-screen for Nrf2 inhibitors: cytotoxicity in A549 cells | A549 ARE-Fluc cells, CellTiter-Fluor viability, 18-24 h | hit rate 0.16% among 390,000 | Potency, µM (highest dose often 46 µM), without a hit: top-dose activity change, negative = cytotoxicity, most hits filed as inhibitors | AID 504648; note: potency is the fitted concentration of half-maximal effect; % is set by controls: 0 for no effect and ±100 for the full control effect
#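 A549 ARE-Fluc cells in 5% FBS OPTI-MEM, 5000 cells/well, rested 2 h then exposed to compounds in concentration-response for 18-24 h at 37 °C. Viability by CellTiter-Fluor fluorescence (Ex 405/Em 525) after 30 min; luciferase luminescence (BugLite, 15 min, RT) read afterwards.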
# Abeta rescue – A-beta toxicity reversal in yeast | yeast expressing A-beta42, growth rescue, OD600, 48 h; response scale: 0% DMSO, 100% iron-clioquinol control | Potency, µM (doses to about 46.1 µM), without a hit: at the top dose growth rescue, hits mostly activators | hit rate 0.063% among 410,000 | AID 1347071; note: potency is the fitted concentration of half-maximal effect; nearly all actives have a fitted effect of over 55% in size
#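 Growth rescue measured by 600 nm absorbance after 48 h yeast culture at 30 C with compound. Values normalized between DMSO and an equimolar ferric chloride plus clioquinol control.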
# Numbers without * were called inactive; i = inactive; ? = inconclusive; nt = no result given; [ ] = dose if it differs, or a comment. Unless noted, calls come from the whole dose curve; as a rule, active = well fitted curve in the direction sought with a large enough effect; inconclusive = small, poorly fitted or top-dose-only effect, or another doubt; inactive = no such curve, though single readings can be large; an effect the other way counts as inactive or inconclusive. No enrichment for hits; 4.3% or so of the library scored in one or more.
Molecule | Akt phos inh | TGFb SMAD3 inh | Nrf2 ARE act | CCT chaperon mod | HepG2 viability | MmCpn inh | Nrf2 block | A549 tox | Abeta rescue
COc1ccc(-c2sc(Nc3ccccc3)n[n+]2-c2ccc(F)cc2)c(C)c1C | i | ? | 13% | 0.2 | -35% | -2% | 4% | -14% | -1%
O=C(CN1C(=O)c2ccccc2S1(=O)=O)NCCSCc1cccc(Cl)c1 | i | -20% | 0.3% | 1.1 | -17% | 5% | 4% | 3% | -4%
Cc1nn(C)c(C)c1/C=N/NC(=O)CCn1cc([N+](=O)[O-])cn1 | i | 0% | -0.3% | -1.3 | -19% | 1% | -4% | -4% | -2%
CCCCN1C(=O)CCC(C(=O)O)C1c1ccc(OC)cc1 (stereo unspecified) | i | 7% | -0.6% | -5.0 | 1% | 1% | -6% | -1% | -15%
COc1cccc(NC(=S)N(CCN(C)C)Cc2cccs2)c1 | i | 8% | -0.4% | 0.2 | -18% | -5% | -19% | -8% | -13%
O=C(Cc1ccccc1)Nc1cccc(-c2nc3ncccc3o2)c1 | i | 5% | 0.5% | 0.7 | -29% | 2% | ? | 4% | 9%
CN(C)CC/C=C1\c2cc(F)ccc2CSc2ccccc21 | i | 7% | 3.0% | 1.9 | -38% | 2% | -6% | -28% | 3%
Cc1ccc(NC(=O)CCC(=O)O)cc1F | i | -25% | 0.0% | -2.5 | 7% | -1% | 0% | 3% | 11%
Cc1nc2ccc(NS(=O)(=O)c3c(F)cccc3F)cc2s1 | i | -6% | 0.7% | -0.5 | 10% | -1% | ? | -15% | 13%
COc1ccc(OC)c(N(CC(=O)N2CCCC2)S(=O)(=O)c2ccc(OC)c(OC)c2)c1 | i | 0% | 0.3% | -6.0 | -15% | 1% | -2% | -3% | 6%
COc1ccc(OC)c(C2NC(=O)c3sc(=S)n(-c4ccccc4)c3N2)c1 (stereo unspecified) | i | 5% | 0.6% | 1.5 | 0% | 2% | 4% | -12% | -8%
Cc1cccc(NC2=C(NCCO)C(=O)c3ccccc3C2=O)c1 | i | ? | 0.8% | 0.2 | -19% | -13% | 8% | 0% | 0%
CCc1nn(CC(=O)NCc2cccc(OC)c2OC)c(=O)c2cc3occc3n12 | nt | nt | 3.7% | nt | 2% | nt | 13% | 1% | -13%
O=C(CSc1nc(Nc2ccccc2)nc(N2CCOCC2)n1)Nc1cc(Cl)ccc1O | i | ? | -0.4% | -0.6 | 6.3µM* | -3% | -27% | -12% | -8%
N#Cc1cccc(C(c2nnnn2Cc2ccccc2)N2CCCC2)c1 (stereo unspecified) | i | -13% | 2.3% | -11 | -24% | -1% | 6% | 0% | -14%

# Some of these compounds in order of molecular weight, smallest number first.
Molecule | Akt phos inh | TGFb SMAD3 inh | Nrf2 ARE act | CCT chaperon mod | HepG2 viability | MmCpn inh | Nrf2 block | A549 tox | Abeta rescue
Cc1ccc(NC(=O)CCC(=O)O)cc1F | i | -25% | 0.0% | -2.5 | 7% | -1% | 0% | 3% | 11%
CCCCN1C(=O)CCC(C(=O)O)C1c1ccc(OC)cc1 (stereo unspecified) | i | 7% | -0.6% | -5.0 | 1% | 1% | -6% | -1% | -15%
Cc1nn(C)c(C)c1/C=N/NC(=O)CCn1cc([N+](=O)[O-])cn1 | i | 0% | -0.3% | -1.3 | -19% | 1% | -4% | -4% | -2%
Cc1cccc(NC2=C(NCCO)C(=O)c3ccccc3C2=O)c1 | i | ? | 0.8% | 0.2 | -19% | -13% | 8% | 0% | 0%
O=C(Cc1ccccc1)Nc1cccc(-c2nc3ncccc3o2)c1 | i | 5% | 0.5% | 0.7 | -29% | 2% | ? | 4% | 9%
Cc1nc2ccc(NS(=O)(=O)c3c(F)cccc3F)cc2s1 | i | -6% | 0.7% | -0.5 | 10% | -1% | ? | -15% | 13%
N#Cc1cccc(C(c2nnnn2Cc2ccccc2)N2CCCC2)c1 (stereo unspecified) | i | -13% | 2.3% | -11 | -24% | -1% | 6% | 0% | -14%
COc1cccc(NC(=S)N(CCN(C)C)Cc2cccs2)c1 | i | 8% | -0.4% | 0.2 | -18% | -5% | -19% | -8% | -13%
COc1ccc(OC)c(C2NC(=O)c3sc(=S)n(-c4ccccc4)c3N2)c1 (stereo unspecified) | i | 5% | 0.6% | 1.5 | 0% | 2% | 4% | -12% | -8%
COc1ccc(-c2sc(Nc3ccccc3)n[n+]2-c2ccc(F)cc2)c(C)c1C | i | ? | 13% | 0.2 | -35% | -2% | 4% | -14% | -1%
CCc1nn(CC(=O)NCc2cccc(OC)c2OC)c(=O)c2cc3occc3n12 | nt | nt | 3.7% | nt | 2% | nt | 13% | 1% | -13%
O=C(CN1C(=O)c2ccccc2S1(=O)=O)NCCSCc1cccc(Cl)c1 | i | -20% | 0.3% | 1.1 | -17% | 5% | 4% | 3% | -4%

# Following part:
Molecule | Akt phos inh | TGFb SMAD3 inh | Nrf2 ARE act | CCT chaperon mod | HepG2 viability | MmCpn inh | Nrf2 block | A549 tox | Abeta rescue
O=C(CSc1ccc(-c2ccccc2)nn1)N1CCCc2ccccc21 | i | 3% | 4.0% | 2.5 | 5% | 2% | ? | -11% | 8%
COc1cccc(N2CCN(S(=O)(=O)c3ccc4ccccc4c3)CC2)c1 | i | 0% | 0.2% | -1.7 | -32% | -4% | -27% | 14% | -11%
CCCCN(C)CCCNC(=O)Cn1cc2c(n1)-c1c(oc(C(=O)N3CCCC3)c1C)CC2 | i | 2% | 2.7% | 1.6 | 9% | nt | nt | nt | 6%
CCN1C(=O)N(C)[C@@H](c2ccccc2)C(C(=O)OC)=C1C | i | -3% | 0.5% | -4.4 | -5% | -4% | 8% | -5% | -6%
CC12CCC=CC1C(c1ccc(C(F)(F)F)cc1)N(Cc1ccccc1)C2=O (stereo unspecified) | nt | -8% | nt | nt | 1% | nt | -20% | 4% | nt
Cc1cccc(C=Nc2ccc3c4c(cccc24)CC3)c1O | i | -33% | 3.4% | -5.7 | -9% | 0% | 2% | 1% | -2%
O=[N+]([O-])c1ccc(N2CCOCC2)c([N+](=O)[O-])c1 | i | 0% | 0.0% | -3.4 | -2% | nt | 3% | -11% | -13%
O=C(Nc1ccc(Cl)cc1)c1csc(-c2ccncc2)n1 | i | -4% | 9.7% | 2.1 | -18% | 4% | 3% | 0% | -35%[inhibitor]
CC(NS(=O)(=O)c1ccc2c(c1)oc(=O)n2C)c1ccccc1 (stereo unspecified) | i | -9% | 0.1% | -3.0 | -12% | -7% | 1% | 2% | 11%
CN(C)CCCNC(=O)c1cc(C(=O)C2CCCCC2)c[nH]1 | i | 2% | -0.7% | -2.6 | 1% | 0% | -10% | 5% | -5%
COc1ccc(Cn2c(SCc3cc(C)ccc3C)nc3cc(OC)c(OC)cc3c2=N)cc1 | nt | -4% | -0.1% | 1.1 | 10µM* | 2% | 23µM* | 18µM* | 6%
CCNc1nc(NCC)nc(N/N=C/c2cc(OC)c(OC)c(OC)c2)n1 | i | 3% | 0.3% | -2.6 | -16% | -1% | -27% | -2% | -8%
CCC(=O)NCCc1nc2cc(NC(=O)COc3ccccc3)ccc2n1C | i | -1% | 2.2% | 0.5 | 2% | ? | ? | 0% | 22%
Cc1cc(CNC(=O)COC(=O)c2ccc(Cl)c(N)c2)cc(C)c1O | i | 0% | -0.7% | 0.7 | 1% | 1% | 7% | -3% | -2%
CCOc1ccc(NC(=O)N2CCC(n3c(C)nc4cccnc43)CC2)cc1 | nt | -4% | 0.7% | nt | -12% | nt | nt | -3% | -14%
CCOc1ccc(CNC(=O)CCCOc2cc(=O)n(C)c3ccccc23)cc1 | i | 26% | 4.6% | 1.5 | -5% | 1% | ? | 5% | 10%
CCN(CC)C(=O)Oc1c(Cl)cc(Cl)c2cccnc12 | i | -6% | 3.7% | -2.2 | 1% | -3% | 0% | 0% | 16%
CCN(CC)CCOc1ccc2c(c1)C(=NO)c1cc(OCCN(CC)CC)ccc1-2 | i | 11µM* | 2.8% | -3.8 | -72% | 3% | ? | 8.2µM* | 6%
CCOc1ccccc1NC(=O)CN(C)S(=O)(=O)c1ccc(C(=O)N2CCOCC2)s1 | nt | 1% | -1.5% | nt | 1% | nt | nt | 4% | -12%
S=c1sc(SCCOc2ccccc2)nn1-c1ccccc1 | i | ? | -0.2% | 1.5 | -6% | -1% | -4% | 15% | 11%
COc1ccc(NC(=O)c2cc(C)no2)cc1Cl | i | 14% | 4.3% | -0.1 | -15% | -18% | 0% | -1% | -28%
O=C(O)C1OC2OC3(CCCCC3)OC2C2OC3(CCCCC3)OC12 (stereo unspecified) | i | 15% | 0.3% | 1.9 | -84% | -1% | -17% | 3% | -11%
Cc1cccc(NC(=O)c2nc[nH]c2C(=O)N2CCN(c3ccccc3)CC2)c1 | i | -1% | 0.3% | -1.0 | 3% | -1% | 2% | -6% | 2%
CN(C)Cc1ncccc1Oc1nc2cc(-c3cccc(Cl)c3)sc2c(=O)n1C | i | 8% | ? | -0.5 | -34% | nt | nt | nt | 9%
CCC1=C(OC(=O)N(CC)CC)N2C(=O)OC(=NCC(=O)OC)[C@]2(C)[C@H]2C1=CC[C@H]1C(=O)N(CC(=O)OC)C(=O)[C@H]12 | i | -5% | -0.8% | -1.1 | -8% | 1% | -6% | -9% | -2%
